# Screens: PubChem BioAssay, National Center for Advancing Translational Sciences (NCATS)
# TDP1 block: inhibitors of human tyrosyl-DNA phosphodiesterase TDP1. 350,000 compounds, 0.28% hits. Potency, µM (series often up to 130 µM), without a hit: at the highest dose activity change, negative = inhibition, actives largely listed as inhibitors. recombinant TDP1, AlphaScreen DNA substrate cleavage; further: nearly all actives have a fitted effect of over 40% in size
# Target sequence (Q9NUW8 whole entry, looked up): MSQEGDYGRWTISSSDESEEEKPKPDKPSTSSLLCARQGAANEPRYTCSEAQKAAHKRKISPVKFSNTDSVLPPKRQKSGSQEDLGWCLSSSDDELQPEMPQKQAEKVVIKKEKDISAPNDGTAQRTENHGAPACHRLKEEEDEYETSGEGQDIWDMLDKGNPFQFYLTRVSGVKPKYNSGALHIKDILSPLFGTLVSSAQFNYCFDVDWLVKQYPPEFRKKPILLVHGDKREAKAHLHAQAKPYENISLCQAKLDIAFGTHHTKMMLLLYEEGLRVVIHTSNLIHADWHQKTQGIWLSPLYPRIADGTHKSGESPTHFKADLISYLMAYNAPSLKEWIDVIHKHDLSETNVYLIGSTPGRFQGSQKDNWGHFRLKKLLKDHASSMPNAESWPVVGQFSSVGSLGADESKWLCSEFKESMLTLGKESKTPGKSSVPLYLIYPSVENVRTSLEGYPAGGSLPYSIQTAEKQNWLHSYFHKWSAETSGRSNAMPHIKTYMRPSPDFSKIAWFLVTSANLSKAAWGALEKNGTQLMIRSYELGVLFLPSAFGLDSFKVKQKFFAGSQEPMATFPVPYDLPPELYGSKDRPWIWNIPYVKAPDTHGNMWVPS
#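 Recombinant E. coli-expressed Tdp1 (1 nM) preincubated with compound 15 min at RT, then 5'-biotin/3'-phosphotyrosine-FITC DNA substrate (15 nM) added for 5 min. AlphaScreen beads (10 ug/ml) added, 10 min RT; tyrosine-FITC cleavage read as signal loss.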
# TDP1 cell CPT: growth inhibition of DT40 Tdp1-/-;hTDP1 cells with camptothecin (screen for TDP1 inhibitors); chicken DT40 Tdp1-/-;hTDP1 cells + 20 nM CPT, ATP luminescence, 48 h; AID 686979; 420,000 compounds, 12% hits; Potency, µM (top dose mostly 46.2 µM), inactives show at the top dose activity change, negative = growth inhibition, hits mostly inhibitors; further: nearly all actives have a fitted effect of over 55% in size
#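 Cell growth measured by CellTiter-Glo luminescence after a minimum 48 h, 37 C compound exposure with 20 nM CPT in Tdp1-knockout DT40 cells stably expressing hTDP1, seeded 400/well; qHTS titration format.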
# DT40 TDP1 no CPT: qHTS for Inhibitors of human tyrosyl-DNA phosphodiesterase 1 (TDP1): qHTS in cells in absence of CPT | DT40 Tdp1-/- hTDP1 cells, no CPT, ATP luminescence, 48 h | Potency, µM (highest dose often 46.2 µM), for inactives: at the top dose activity change, negative = growth inhibition, usual class: inhibitors | 420,000 compounds, 15% hits; further: nearly all actives have a fitted effect of over 55% in size
#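 Camptothecin absent (DMSO only). Human TDP1-complemented DT40 knockout cells, 400 cells/well, 37 °C for minimum 48 hr; ATP measured via CellTiter-Glo, 30 min dark incubation, luminescence.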
# Numbers without * were called inactive; ? = inconclusive; · = no result given; & = joins results of further samples; [ ] = dose if it differs, or a comment. The call rests on the fitted dose curve; in most records, active means well fitted curve in the direction sought with a large enough effect; inconclusive means small, poorly fitted or top-dose-only effect, or another doubt; inactive means no such curve, though single readings can be large; an effect the other way counts as inactive or inconclusive. On the % scale 0 is the no-effect control and ±100 the full control effect; potency means the concentration at half of the fitted maximal effect.
SMILES,TDP1 block,TDP1 cell CPT,DT40 TDP1 no CPT
Cc1nn(CC(=O)NCc2ccc(N(C)C)cc2)c(=O)c2nn(-c3ccccc3)c(C)c12,-6%,?,?
O=C(NCc1ccccn1)c1cc(Br)ccc1Cl,5%,-2%,-17%
COc1cccc(C(=O)NCC2CCCN(C(=O)c3ccc(C=O)cc3)C2)c1OC (stereo not given),2%,-5%,1%
O=C(O)c1cc(N2C(=O)CCC2=O)ccc1NCc1cccnc1,·,0%,26%
CCOC(=O)c1ccc(NC(=O)Cn2nnc3ccccc32)cc1,5%,23µM*,10µM*
Cc1ccc(S(=O)(=O)NCC(=O)N(CC(=O)NC2CCCC2)CC2CCCO2)cc1 (stereo not given),9%,-3%,3%
O=C(COC(=O)c1cccnc1SCC(=O)NCc1ccccc1)NCc1ccccc1,2%,23µM*,?
Cc1cccc(CS(=O)(=O)Cc2ccc(C(=O)NCCN3CCCCC3C)o2)c1 (stereo not given),3%,2%,-16%
Nc1ccc(C(=O)N/N=C\c2cc(N=Nc3cccc4ccccc34)ccc2O)cc1,11%,5.2µM*,4.6µM*
Cc1[nH]c2ccccc2c1C=NNC(=O)c1cc(-c2cccnc2)nc2ccccc12,4%,13µM*,7.3µM*
CCCC(C(=O)Nc1ccncc1)c1ccccc1 (stereo not given),1%,?,-20%
COc1ccc(NC(=O)NNC(=O)c2ccc3ccccc3c2O)c(OC)c1,2%,-7%,16%

# Arranged by molar mass (low to high): five of the compounds above
SMILES,TDP1 block,TDP1 cell CPT,DT40 TDP1 no CPT
CCCC(C(=O)Nc1ccncc1)c1ccccc1 (stereo not given),1%,?,-20%
O=C(O)c1cc(N2C(=O)CCC2=O)ccc1NCc1cccnc1,·,0%,26%
Nc1ccc(C(=O)N/N=C\c2cc(N=Nc3cccc4ccccc34)ccc2O)cc1,11%,5.2µM*,4.6µM*
COc1cccc(C(=O)NCC2CCCN(C(=O)c3ccc(C=O)cc3)C2)c1OC (stereo not given),2%,-5%,1%
O=C(COC(=O)c1cccnc1SCC(=O)NCc1ccccc1)NCc1ccccc1,2%,23µM*,?

# Continued.
SMILES,TDP1 block,TDP1 cell CPT,DT40 TDP1 no CPT
Cc1cc(C)n(CC(C)NCc2cn[nH]c2-c2ccc(C)c(C)c2)n1 (stereo not given),3%,-23%,-29%
COc1ccc(NC(=O)CSc2ccccn2)c([N+](=O)[O-])c1,·,2%,-5%
CC(C)Cn1c(Cc2ccccc2)n[nH]c1=S,-5%,-14%,5%
CCOC(=O)C1CCCN(C(=O)c2ccc(CS(=O)(=O)Cc3ccccc3C)o2)C1 (stereo not given),8%,?,?
CCn1c(C)nc2cc(C(=O)N/N=C/c3ccccc3C)ccc21,0%,11%,-23%
FC(F)Oc1ccc(-c2c[n+]3c(n2-c2ccccc2)CCCCC3)cc1,1%,2.1µM*,1.5µM*
COC(=O)c1cc(C(=O)Nc2ccc(Cl)cn2)cc([N+](=O)[O-])c1,3%,-2%,-16%
COc1ccc(S(=O)(=O)N2CCOCC2)cc1NC(=O)COC(=O)c1ccc([N+](=O)[O-])s1,3%,-20%,-1%
COC(=O)c1ccccc1NC(=O)Nc1ncccc1C,5%,-5%,1%
Cc1ccc(S(=O)(=O)c2cc3ccccc3oc2=Nc2ccc3c(c2)OCCO3)cc1,8%,-22%,?
O=C(c1ccccc1)N1CCN(C(=O)c2ccccc2Br)CC1,2%,-12%,6%
O=C(O)c1ccc(NS(=O)(=O)c2ccc(NC(=O)c3ccccc3Cl)cc2)cc1,5%,2%,13%

# Of the compounds above, these have a nitro group on carbon.
SMILES,TDP1 block,TDP1 cell CPT,DT40 TDP1 no CPT
COc1ccc(NC(=O)CSc2ccccn2)c([N+](=O)[O-])c1,·,2%,-5%
COC(=O)c1cc(C(=O)Nc2ccc(Cl)cn2)cc([N+](=O)[O-])c1,3%,-2%,-16%
COc1ccc(S(=O)(=O)N2CCOCC2)cc1NC(=O)COC(=O)c1ccc([N+](=O)[O-])s1,3%,-20%,-1%

# The list continues:
SMILES,TDP1 block,TDP1 cell CPT,DT40 TDP1 no CPT
CC1CN(c2ccc([N+](=O)[O-])cn2)CC(C)O1 (stereo not given),5%,-2%,-6%
CCC(C)c1ccccc1N1CC(C(=O)N(C)CC(=O)Nc2cccc(F)c2)CC1=O (stereo not given),1%,-22%,-2%
CCCCn1c(SCC(=O)OCC)nc2c1c(=O)[nH]c(=O)n2C,3%,-15%,-2%
Cc1ccc(-c2ccc(CCC(=O)O)n2NC(N)=S)cc1,3%,-1%,-5%
O=C(CN1CCOCC1)Nc1ccc(Br)cc1,·,5%,-12%
NC(=O)C1CCN(C(=O)COCc2cc(-c3ccc4c(c3)OCO4)on2)CC1,2%,-2%,10%
CCNC(=O)NC(=O)C(C)OC(=O)c1oc2ccccc2c1CSC1CCCCC1 (stereo not given),3%,?,?
C=CCSC1=C(C#N)C2(CCCCC2)C(C#N)C(=O)N1 (stereo not given),2%,0%,-3%
CCC(C)(C)n1nnnc1C(c1ccccc1F)N1CCN(C(=O)c2ccco2)CC1 (stereo not given),5%,3%,-4%
Cc1cc(Cl)ccc1OCCn1cncn1,1%,-4%,-2%
Cc1oc2c(c(C)cc3oc(=O)c(CC(=O)NCc4ccc(F)cc4)c(C)c32)c1C,2%,-8%,-1%
Cc1ccc(CN2CCc3c(OCc4ccc(F)cc4)cccc3C2=O)cc1,·,?,?

# Reformatted with bars between the fields: part of the list above.
Molecule | TDP1 block | TDP1 cell CPT | DT40 TDP1 no CPT
NC(=O)C1CCN(C(=O)COCc2cc(-c3ccc4c(c3)OCO4)on2)CC1 | 2% | -2% | 10%
CCNC(=O)NC(=O)C(C)OC(=O)c1oc2ccccc2c1CSC1CCCCC1 (stereo not given) | 3% | ? | ?

# (cont.)
SMILES,TDP1 block,TDP1 cell CPT,DT40 TDP1 no CPT
NC(=O)c1ccc(NCCc2ccccc2)c([N+](=O)[O-])c1,-3%,1%,24%
O=C(NNS(=O)(=O)c1ccccc1[N+](=O)[O-])c1ccccc1[N+](=O)[O-],?,13%,1%
Cc1ccc(OCc2nnc(SCC(=O)N3c4ccccc4Sc4ccc(Cl)cc43)o2)cc1,0%,?,?
CCOc1cccc(C(=O)Nc2nnc(-c3ccco3)s2)c1,6%,-8%,-17%
O=c1[nH][nH]c(=O)c2c1[nH]c(=S)n2Cc1ccccc1,·,0%,-3%
CC(C)C[C@@H](CN1CCC[C@@H]1CN1C(=S)NC[C@@H]1Cc1ccc(O)cc1)N1C[C@H](Cc2ccccc2)N(CCc2ccccc2)C1=S,·,?,?
O=C(Nc1ccc(N=Nc2ccccc2)c(NC(=O)C2CCCO2)c1)C1CCCO1 (stereo not given),8%,8.2µM*,21µM*
CNS(=O)(=O)c1ccc(N2CCCC2=O)c([N+](=O)[O-])c1,5%,21%,-19%
O=C(COC(=O)c1ccc2ncsc2c1)Nc1ccccc1Cl,1%,4%,-3%
COCCCNC(=S)NNC(=O)c1csc(C)n1,·,-24%,?
CCOC(=O)c1nnn(-c2nonc2-c2ccccc2)c1C,-5%,-6%,-12%
O=C1CCCN2N=C(SCC(=O)Nc3cccc(Cl)c3)SC2=N1,4%[0.0935 µM],16µM*,21µM*
CCCN1CNc2c(c(=O)[nH]c(=S)n2CCc2ccccc2)C1,2%,-9%,-19%
COc1ccc(NC2CCCN(C(=O)COc3ccc(C)cc3)C2)cc1 (stereo not given),9%[56.1 µM],-25%,-24%
CC(NC(=O)CCl)c1ccccc1Br (stereo not given),4%,?,15µM*
Cc1cccc(NC(=O)CN2C(=O)N/C(=C/c3ccc(-c4cccc(C(=O)O)c4C)o3)C2=O)c1,0%,20%,1%
CC(C)CC1(C(=O)NCc2ccccn2)C=CCN1C(=O)c1ccccc1 (stereo not given),4%&9%,4%,-15%
O=C1C=C(Nc2ccccc2)CC(c2ccccc2)C1 (stereo not given),0%,-1%,?
Cc1cc(C)c2cc(C(=O)Nc3ccc(C)c(F)c3)[nH]c2c1,·,?,4%
O=C(Nc1ccc(N2CCCCC2)c(Cl)c1)c1ccc(N2CCOCC2)c([N+](=O)[O-])c1,1%,18µM*,13µM*
NC(=O)c1ccccc1NC(=O)CCN1C(=O)c2ccccc2C1=O,3%,-6%,-1%
CCN(CC)CCNC(=O)C(=O)NCC1OCCN1S(=O)(=O)c1cccs1 (stereo not given),·,-14%,16%
Cc1ccc(NC(=O)Cn2c(=O)nc(-c3ccccc3)c3ccccc32)cc1F,6%,-14%,-29%
COc1ccc(OC)c(NS(=O)(=O)c2ccc(-c3cc(C)no3)s2)c1,0%,1.3µM*,0.58µM*
CC1CCCN(C(=O)Cn2ncc3c([nH]c4ccccc43)c2=O)C1 (stereo not given),0%,-2%,-19%
Cc1ccc(-n2nnnc2C(=Cc2ccc(N(C)C)cc2)c2nnnn2-c2ccc(C)cc2)cc1,-3%,?,-28%
COc1ccc2oc(=O)cc(CN(C)Cc3ccccc3)c2c1,·,?,?
O=C(c1ccc(Br)cc1)c1sc(N2CCOCC2)nc1-c1ccccc1,-6%,?,21µM*
Fc1cccc(/C=N/N=C/c2cccc(F)c2)c1,10%[56.1 µM],-23%,-16%
C[C@]12CCC3c4ccc(OC(=O)c5ccccc5)cc4CCC3C1CCC2=O (stereo not given in full),4%,19%,0%
Clc1ccc2nc(-c3ccco3)c(Cc3ccsc3)n2c1,·,?,?
NS(=O)(=O)c1ccc(CCNC(=O)CSc2nc3ccccc3c(=O)n2CCC(=O)N2CCCCC2)cc1,2%,10%,2%
COc1cccc(CNCc2cc(OC)cc(OC)c2)c1,·,?,-30%
COc1ccc(-c2cc(C(=O)OCC(=O)c3cccc(OC)c3)c3cccc(Cl)c3n2)cc1,·,-4%,-19%
CC(C)CNC(=O)[C@H](Cc1ccccc1)NC(=O)c1cccs1,8%[0.0935 µM],-2%,-12%
S=C(NC1CC2CCC1C2)N1CCN(c2cccc(Cl)c2)CC1 (stereo not given),-1%,?,?
CC(C)c1cc(C(N)=O)c(NC(=O)c2cccc(COc3ccc(Cl)cc3)c2)s1,-4%,26µM*,?
COc1ccccc1-c1cc(C(=O)NCCc2ccccc2)no1,-2%&6%,13µM*,15µM*
Cc1cccc(-n2c(SCC(=O)N3CCC(C(=O)O)CC3)nc3ccccc3c2=O)c1C,12%,-6%,-2%
COc1cccc(N=Cc2c[nH][nH]c2=O)c1,1%,?,-30%
COC(=O)/C=C1/SC(=NC(=O)c2ccccc2)NC1=O,-3%,?,21µM*
COc1ccc(OC)c(N(CC(=O)Nc2cccnc2)S(=O)(=O)c2ccc(C)cc2)c1,6%,16µM*,?
CC1CC(C)CN(C(C)C(=O)Nc2cc(S(=O)(=O)N3CCCCC3)ccc2Cl)C1 (stereo not given),0%,?,15µM*
O=[N+]([O-])c1ccccc1C(=Nc1ccccc1)c1c(O)cc(O)cc1O,·,?,18µM*
COc1ccc(NC(=O)Nc2cccc3ccccc23)cc1OC,1%,1%,10%
Cc1noc(C)c1C(=O)N1CCC2(CC1)CCN(c1cccc(-c3ccccc3)c1)CC2,·,?,4.6µM*
CCN(CC)C(=O)c1cn(CCC#N)nc1-c1ccc2ccccc2c1,·,-3%,-8%
O=C(Nc1ccccc1Cl)C1CCN(S(=O)(=O)c2cccc3nonc23)CC1,9%,6%,0%
O=C(CCN1C(=O)c2ccc(Br)cc2C1=O)NC1CCCCC1,0%,8%,5%
COc1ccc(N(C)S(=O)(=O)c2ccc3c(c2)CCN3C(=O)CCC(=O)O)cc1,5%,13%,-3%
CCCC(=O)c1c[nH]c(C(=O)NCc2ccco2)c1,0%,-10%,-28%
O=S(=O)(c1ccccc1)c1nc(-c2ccco2)oc1NCc1cccnc1,9%,26%,-12%
O=C(NN=Cc1c(O)ccc2ccccc12)C1CC1,·,5.8µM*,5.2µM*
CSCc1ccc(C(=O)Nc2cccc(C)c2C)cc1,0%,-3%,-13%
O=C(Cn1c(=O)oc2cc(S(=O)(=O)N3CCCC3)ccc21)N1CCc2ccccc2C1,2%,-28%,?
C=CCOc1ccc(CNn2c(C)n[nH]c2=S)cc1OC,-3%,-9%,-27%
CCOc1ncccc1C(=O)OCC(=O)c1cc(C)n(Cc2ccco2)c1C,-2%,10%,-18%
O=C(Oc1nsnc1N1CCOCC1)N1CCCC1,·,-18%,-21%
O=C(NC(=O)c1ccc(F)cc1F)Nc1ccc(Cl)cc1,-2%,5%,-2%
COC(=O)c1ccc(C(c2c(C)n(C)n(-c3ccccc3)c2=O)c2c(C)n(C)n(-c3ccccc3)c2=O)cc1,·,-11%,27%
O=C(c1ccco1)N1CCN(C(=O)c2ccc(Br)o2)CC1,·,-8%,2%
CCCC(=O)c1cc2c(cc1NC(=O)c1cccs1)OCCO2,-2%,5%,-8%
COCCn1nc2cc(C(=O)NCc3cc(C(F)(F)F)cc(C(F)(F)F)c3)ccc2c1OC,-1%,?,-20%
